Compound activity deposited in PubChem BioAssay by several laboratories.
Ba/F3 V617F tox: lowers viability of Ba/F3 cells expressing EpoR and JAK2V617F | ATP luminescence | inhibition, % at 5.6 µM | 220,000 compounds, 1.1% hits;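 active = inhibition above the campaign mean plus 3 SD over all tested compounds, cut at about 24% in these data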;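 also: cytokine-independent growth of Ba/F3 cells driven by EpoR plus mutant JAK2; 0% = DMSO-treated cells and 100% = JAK inhibitor I control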
PERK inh: blocks human PERK kinase. CHO PERK-DD fusion, SEAP luminescence translation reporter. Q9NZJ5. 220,000 compounds, 0.17% hits. inhibition, % at 5.6 µM;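 active = inhibition above the mean inhibition of all tested compounds plus 3 SD, set separately per screening campaign, cut at about 2.9% in these data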;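 also: PERK kinase domain activated by AP20187 dimerizer at 100 nM; 0% = DMSO with dimerizer and 100% = rapamycin at 8.4 µM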
BaF3 parental: parental Ba/F3 viability inhibition as JAK2V617F counter-screen; AID 1486; inhibition, % at 5.6 µM; 220,000 compounds, 1.1% hits; CellTiter-Glo ATP luminescence;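 active = inhibition above a per-campaign cutoff, the mean inhibition of all tested compounds plus 3 SD, cut at about 27% in these data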;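 also: 0% = DMSO wells and 100% = JAK Inhibitor I control wells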
Wee1 degr inh: blocks degradation of human Wee1 kinase; HeLa Luc-Wee1K328M stability, luciferase luminescence; 100% = proteasome inhibitor MG132 effect; reporter increase, % at 5 µM; 220,000 compounds, 1.2% hits;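 active = activation above the mean of all tested compounds plus 3 SD, set per screening run, cut at about 8.8% in these data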;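 also: cells exposed to compound for 20 h before luminescence read; 0% = DMSO alone and 100% = MG132 at 30 µM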
Target sequence (P30291 whole entry K328M): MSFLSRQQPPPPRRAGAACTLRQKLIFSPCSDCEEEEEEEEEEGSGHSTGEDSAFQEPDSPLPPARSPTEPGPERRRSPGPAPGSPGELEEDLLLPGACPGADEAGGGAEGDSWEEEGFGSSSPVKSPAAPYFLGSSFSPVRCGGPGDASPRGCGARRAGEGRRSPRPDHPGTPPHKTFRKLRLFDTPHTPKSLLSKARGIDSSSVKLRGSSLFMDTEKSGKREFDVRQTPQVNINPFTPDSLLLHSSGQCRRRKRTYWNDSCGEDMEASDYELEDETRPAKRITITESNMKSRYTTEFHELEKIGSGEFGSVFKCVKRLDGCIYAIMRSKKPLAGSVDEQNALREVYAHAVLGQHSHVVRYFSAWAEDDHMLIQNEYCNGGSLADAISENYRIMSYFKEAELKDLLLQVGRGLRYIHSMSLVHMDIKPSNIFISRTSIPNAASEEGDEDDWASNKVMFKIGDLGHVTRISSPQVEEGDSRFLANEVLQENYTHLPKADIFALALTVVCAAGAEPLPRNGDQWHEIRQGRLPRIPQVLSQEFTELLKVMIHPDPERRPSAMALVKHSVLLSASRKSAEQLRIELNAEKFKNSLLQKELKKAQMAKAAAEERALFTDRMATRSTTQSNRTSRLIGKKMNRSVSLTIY
eIF4E-4G inh: inhibitors of eIF4E and eIF4G interaction in translation initiation. P63073+Q04637. TR-FRET eIF4E-eIF4GI(517-606) binding, 2 h. inhibition, % at 21.7 µM. 220,000 compounds, 0.37% hits;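 active = inhibition above about 30%, limit read from the data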;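 also: 0% = full FRET control wells and 100% = background wells lacking eIF4GI fragment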
S1P4 antagonist: antagonists of human S1P4 receptor; O95977; S1P4-expressing cells, antagonist mode, reporter read-out; inhibition, % at 4.98 µM; 220,000 compounds, 0.26% hits; AID 1510; in the data active = inhibition above about 29%;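 also: 0% = wells stimulated with agonist and 100% = vehicle wells without agonist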
Target sequence (O95977 whole entry, looked up): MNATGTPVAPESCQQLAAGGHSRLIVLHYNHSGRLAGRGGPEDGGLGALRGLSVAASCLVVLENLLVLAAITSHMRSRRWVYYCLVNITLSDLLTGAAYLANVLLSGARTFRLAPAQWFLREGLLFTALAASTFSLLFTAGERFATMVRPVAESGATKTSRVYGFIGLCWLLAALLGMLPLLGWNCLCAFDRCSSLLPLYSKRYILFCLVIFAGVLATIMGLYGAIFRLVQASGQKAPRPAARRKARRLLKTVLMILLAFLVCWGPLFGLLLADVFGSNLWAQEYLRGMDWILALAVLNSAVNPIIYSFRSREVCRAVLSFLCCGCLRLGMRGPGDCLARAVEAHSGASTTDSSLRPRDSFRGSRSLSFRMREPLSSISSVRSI
Mdm2 ligase inh: inhibitors of human Mdm2 E3 ubiquitin ligase | cell-based MDM2 ubiquitination luciferase reporter, 2 h; 0 = plate control, 100 = twice control, blank-subtracted | signal enhancement, % at 5 µM | 210,000 compounds, 0.11% hits | AID 1230;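 active = signal enhancement of 30% or more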;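 also: luminescence tracks abundance of the self-degrading MDM2-luciferase fusion protein; higher signal means inhibition of MDM2 E3 ligase activity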
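system = mammalian cells stably expressing self-ubiquitinating, self-degrading MDM2 E3–luciferase fusion | quantity = 2000 cells per well seeded | incubation = 4 h cell settling then 2 h compound exposure, 37 °C | signal = SteadyLite luminescence, 15 min reagent step | benchmarks = plate control and blank wells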
S1P4 agonist: agonists of human S1P4 receptor | S1P4-expressing cell line, agonist reporter assay | activation, % at 4.98 µM | 220,000 compounds, 0.35% hits; in the data active = activation above about 11%;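 also: 0% = DMSO vehicle and 100% = reference agonist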
NPY2 pot ag: human NPY-Y2 potentiation or agonism, primary screen. AID 1359. P49146. activation, % at 3.6 µM. cells expressing NPY-Y2, potentiator/agonist read-out. 220,000 compounds, 0.45% hits; in the data active = activation above about 27%;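 also: cells stimulated with NPY near EC25 plus isoproterenol at EC100; 0% = vehicle plus submaximal agonist and 100% = vehicle plus saturating agonist; some results beyond the cut were filed as inactive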
Numbers without * were called inactive; x = no result given; [ ] = another dose, or the depositor's remark.

SMILES | Ba/F3 V617F tox | PERK inh | BaF3 parental | Wee1 degr inh | eIF4E-4G inh | S1P4 antagonist | Mdm2 ligase inh | S1P4 agonist | NPY2 pot ag
CSc1nc2sc3c(c2c(=O)n1C1CCCCC1)CCN(C)C3 | -2.4 | 0.6 | 3.0 | 3.6 | 1.4[fluorescence artefact?] | -5.7 | -7.3 | -0.7 | 2.6
Cc1cc(C)n(CC(=O)N/N=C/c2c[nH]c3ccccc23)n1 | 3.3 | -0.3 | -1.8 | -3.0 | 1.1 | 9.4 | -18.1 | 0.6 | 2.5
Cc1ccc(C(=O)Nc2ccc3c4c(cccc24)CC3)cc1[N+](=O)[O-] | 2.5 | 0.0 | 9.6 | -1.8 | 0.0 | -5.9 | -0.9 | 0.4 | 13.1
Cc1ccc(NC(CC(=O)c2ccccc2)C(=O)O)cc1Cl (centres undefined) | -2.7 | 1.2 | 2.1 | 0.5 | 2.0 | 1.0 | -27.0 | 1.3 | -4.4
COC(=O)c1cc(=O)n(Cc2ccc(OC)cc2)c(=NCc2ccc(OC)cc2)s1 | 2.4 | 0.0 | 5.7 | 2.9 | 4.3 | 1.6 | -5.6 | -0.7 | -1.5
Cc1cccc(N2C(=O)C3CCC(c4ccccc4)CC3C2=O)c1 (centres undefined) | -0.5 | 0.7 | 6.5 | 1.0 | -2.3 | 5.5 | 3.4 | 2.6 | 11.5
CCOC(=O)c1c(NC(=O)CNCCOC)sc2c1CCCC2 | -1.2 | -0.4 | 2.3 | -3.1 | -0.2 | -12.0 | 3.7 | 0.2 | -5.2
COc1ccc(NC(=O)Nc2ccc(C(=O)N3CCOCC3)cc2)cc1 | -1.8 | 0.5 | 4.4 | -1.5 | -1.6 | 0.3 | -1.2 | 1.3 | 12.5
CCOc1ccc(NS(=O)(=O)c2ccc(NC(=S)NC(C)=O)cc2)cc1 | -2.8 | -0.1 | 11.2 | -3.3 | -4.8 | -27.8 | -4.9 | 1.6 | -4.5
CCN(CC)CCCNc1nc(-n2nc(C)cc2C)nc2sc3c(c12)CC(C)(C)OC3 | -0.2 | -1.4 | -3.4 | -3.7 | 0.2 | 1.0 | -12.0 | 0.4 | -10.0
O=c1c2cnn(-c3ccc(F)cc3)c2ncn1Cc1ccccn1 | 4.2 | 0.0 | 1.8 | 1.5 | 9.1 | 2.9 | -4.0 | -1.5 | -2.7
Cc1ccc(S(=O)(=O)N(C)C)cc1NC(=S)N1CCN(Cc2ccc3c(c2)OCO3)CC1 | -0.8 | 1.7 | 5.7 | -0.8 | -3.8 | -6.7 | -10.7 | 0.6 | 19.7
Cc1ccc(CN2CCSCC2)c(C)c1 | 2.1 | 1.4 | 7.7 | -0.1 | -2.4[fluorescence artefact?] | -12.6 | -0.9 | -0.5 | 1.6
NC(=O)/C(=C\c1ccccc1)NC(=O)c1ccc(NC(=O)c2ccccc2)cc1 | -3.0 | 0.9 | 0.4 | 1.6 | 2.0 | -4.2 | -7.2 | 0.9 | 2.5
O=C(CC1C(=O)NCCN1Cc1ccc(-c2ccccc2)cc1)NCCCn1cccn1 (centres undefined) | -1.2 | 0.0 | 1.1 | -3.8 | -4.9 | -4.6 | -27.1 | 1.4 | 5.6
Cc1cccc(CS(=O)(=O)Cc2ccc(C(=O)NCC3CCCO3)o2)c1 (centres undefined) | -2.0 | 0.9 | 5.2 | -2.3 | -10.2 | 4.2 | -13.2 | -1.4 | -7.6
Cc1cc(C)c(S(=O)(=O)N(C)CC(=O)NC2CCCC2)c(C)c1 | -2.9 | -0.3 | 4.4 | -0.5 | 4.0 | -9.0 | -2.3 | 0.8 | -8.1
CCOC(=O)CC(=O)CSc1nc2sc(C)cc2c(=O)n1Cc1ccco1 | -1.7 | -0.1 | 3.0 | -0.5 | 10.5 | -3.3 | 6.9 | -0.5 | 18.2
Cc1ccsc1C1C(C#N)=C(N)OC2=C1C(=O)CCC2 (centres undefined) | 1.3 | 0.1 | -0.9 | -0.9 | -0.2 | 0.3 | -5.6 | 0.6 | 9.0
CCSc1ncc(/C=N/Nc2ccc([N+](=O)[O-])cc2)n1C | -3.7 | -0.4 | -0.8 | 9.6* | 2.7 | -5.1 | -4.0 | 0.5 | 13.5
CCN(C(=O)COC(=O)c1ccc(Cl)cc1N)C1CCCCC1 | 1.8 | 0.1 | -0.1 | -1.3 | 5.9 | -7.2 | -9.5 | 1.6 | -2.5
CN(C)C(/C=C/Nc1ccc(F)cc1F)=C(C#N)C#N | -6.3 | 1.2 | 0.4 | -2.6 | -4.5 | -27.9 | -9.3 | -0.8 | 9.9
Cc1cc(Cl)ccc1OCc1nc(-c2ccc(O)cc2)n[nH]1 | 2.4 | -0.7 | 4.7 | -0.6 | 7.0 | -22.6 | -8.1 | -2.2 | -6.4
COC(=O)Cn1c(=NC(=O)CSCC(=O)NC2CCCCC2)sc2cc(OC)ccc21 | -0.2 | -1.0 | 3.7 | 1.1 | 4.3 | 8.7 | -0.2 | -2.5 | 2.8
CCOc1ccc(/C=N/n2c(SC)nnc2-c2ccccc2)cc1OCC | -2.1 | 0.2 | -1.6 | 1.0 | 0.4 | 1.1 | -7.7 | 0.3 | 17.4
O=C(Cc1ccccc1)NCC(=O)OCC(=O)c1ccccc1Cl | 5.7 | -0.6 | 7.3 | -1.2 | -2.9 | -21.5 | -42.4 | -0.8 | 7.7
Cc1nn(-c2ccc(F)cc2)c(C)c1NS(=O)(=O)c1ccc(Cl)cc1 | 2.2 | 0.3 | 8.2 | -1.7 | -7.0 | -6.3 | 1.3 | 2.3 | -6.7
COCC(=O)Nc1cc(OC)cc(OC)c1 | 0.1 | 1.4 | 8.0 | -0.1 | -1.6 | -8.6 | -17.1 | 1.0 | 14.6
Brc1ccc(-c2nnc3c4ccccc4nc(N4CCOCC4)n23)cc1 | -0.9 | 0.8 | 6.3 | -1.7 | -2.7 | 4.0 | 8.3 | 0.3 | 2.8
CCNC(=S)N/N=C/c1cc(Br)cc(Br)c1OC | -2.1 | 0.6 | 0.7 | -1.7 | 1.6 | -5.6 | 1.1 | -1.1 | 1.8
Cc1cc(-c2ccccc2)nc(N2CCC(C(=O)NC(C)C)CC2)n1 | -3.7 | 0.7 | 3.2 | -0.1 | -1.0 | -4.3 | -8.5 | 0.0 | 8.5
COc1ccc(-n2c(N)c(C(=O)Nc3c(C)n(C)n(-c4ccccc4)c3=O)c3nc4ccccc4nc32)cc1 | -3.6 | -1.0 | 3.9 | -2.2 | 2.6 | -7.6 | -8.3 | -0.1 | 15.9
COc1ccc(Cl)cc1C(=O)NNC(=S)NC1CCCCC1 | 1.3 | 0.0 | -4.1 | 2.1 | 2.7 | -21.4 | -10.4 | 0.4 | -21.8
Cc1ccc(C(=O)Nc2nnc(SCC(=O)N3CCCc4ccccc43)s2)cc1 | 1.9 | 0.6 | 7.0 | -2.8 | 1.3 | -5.5 | -66.3 | 3.9 | -4.4
Cc1cccc(C)c1NC(=S)NC(=O)c1ccccc1F | -1.5 | 0.1 | 7.0 | 7.7 | 2.8[fluorescence artefact?] | -16.2 | x | -1.1 | -1.1
O=C1CS/C(=C\[N+](=O)[O-])N1c1ccccc1 | 0.8 | 0.6 | 1.5 | -0.8 | -5.5 | 1.7 | -10.6 | 0.1 | 7.8
Cc1ccc(NC(=O)CN2C(=O)NC(Cc3ccccc3)C2=O)cc1 (centres undefined) | -5.3 | 0.1 | 2.4 | 0.7 | x | -18.1 | x | 1.1 | 11.6
Cn1nc(C(F)(F)F)c(C(=O)Nc2ccc(F)cc2)c1Cl | 0.1 | 0.8 | 2.6 | -2.1 | 1.5 | 6.6 | -21.7 | -3.3 | -2.0
CN(C)S(=O)(=O)c1cc(C(=O)NCC2CCCO2)c(Cl)cc1Cl (centres undefined) | -2.8 | -0.3 | 5.8 | -1.1 | -8.4 | 0.1 | -3.7 | -0.6 | 8.9
CN(CC(=O)NCc1cccnc1)S(=O)(=O)c1ccc2c(c1)c(=O)n(C)c(=O)n2C | 0.1 | -0.1 | 3.7 | -1.0 | -0.9 | -134.5 | -8.8 | -0.2 | -1.2
CCCNc1nc(NCC)nc(OC)n1 | -1.1 | 0.7 | 0.5 | 2.9 | 9.0 | 8.2 | -4.2 | -0.9 | 9.7
COc1ccc(CNC(=O)C2CCC(CNc3nc(=S)[nH]c4ccccc34)CC2)cc1 (centres undefined) | 1.8 | 0.1 | 5.5 | 1.4 | 4.1 | -6.3 | -8.9 | -2.0 | -3.5
CN(c1ccccc1)S(=O)(=O)c1cccc(NC(=O)CC(C)(C)C)c1 | -0.7 | 0.3 | 1.8 | -1.4 | 15.5 | -1.1 | 3.3 | -0.7 | 4.1
CCc1nccn1S(=O)(=O)c1ccc(Br)cc1Br | -1.9 | 0.3 | 4.9 | 1.3 | -0.3 | -1.6 | -20.3 | 0.6 | -6.0
O=C(COC(=O)c1c(Cl)cccc1Cl)Nc1ccccc1Br | 2.0 | -0.1 | 4.4 | -2.6 | 20.9 | -0.8 | -3.0 | 2.9 | -0.9
CCOc1ccccc1Nc1nc2ccccc2[nH]1 | -1.2 | -0.8 | 2.4 | -2.0 | -0.1 | -24.8 | 3.3 | 0.6 | -2.7
CCN(CC)CCn1c(NCc2ccc(OC)cc2)nc2ccccc21 | -0.3 | -0.5 | 6.7 | -0.3 | 1.7 | -18.7 | -2.5 | -0.4 | 6.3
Cc1ccc(NCCC(=O)c2ccccc2)cc1Cl | -1.2 | 1.7 | 3.0 | 0.5 | -7.9 | 15.9 | -11.3 | 1.3 | 2.8
CCOC(=O)C1=C(C)OC(N)=C(C#N)C1c1ccc(OC)c(CSc2ccccn2)c1 (centres undefined) | -1.2 | 0.6 | 0.1 | 1.0 | -7.0 | -13.5 | -2.6 | -0.6 | -7.3
Cc1ccc(S(=O)(=O)N2CCCC(C(=O)NCCCN3CCCCC3C)C2)cc1 (centres undefined) | 0.1 | 0.7 | 4.7 | -0.1 | -1.3[fluorescence artefact?] | -13.7 | 7.6 | 3.3 | -20.9
COc1ccc([N+](=O)[O-])cc1NC(=O)Nc1ccc(OC)c(OC)c1 | 2.4 | -0.6 | 5.1 | 2.5 | 4.8 | 8.8 | -5.8 | -0.1 | 13.6
Cn1ccnc1C(=O)c1ccc(NN)c([N+](=O)[O-])c1 | 4.3 | 0.8 | 11.3 | 2.6 | 0.5 | 9.0 | -14.7 | -0.8 | 13.3
O=C1N/C(=C\c2ccccc2)c2ccccc21 | 38.4* | 0.4 | 20.0 | 5.5 | -0.2 | 6.5 | 10.3 | -1.4 | -6.9
O=[N+]([O-])/C(C(Cl)=C(Cl)Cl)=C1\Nc2ccccc2O1 | 1.5 | -1.0 | 1.2 | -1.8 | 6.1 | 7.1 | 2.8 | 0.2 | 1.5
N=c1scc(-c2ccccc2)n1/N=C/c1ccco1 | -2.0 | 0.5 | 4.1 | -3.6 | 4.5 | -7.2 | -3.9 | -1.1 | 19.8
C/C(=N\NC(=S)NCc1ccccc1)c1ccc(Cl)s1 | 3.5 | -0.2 | 8.6 | -2.0 | -6.8 | -1.8 | -0.4 | 1.5 | -11.6
